TAG inh = inhibitors of triacylglycerol accumulation, primary screen, cell-based, uHTS, fluorescence, H9c2; H9c2 cells, Nile Red lipid (TAG) fluorescence; cells loaded with 200 µM oleic acid; inhibition, % at 12.5 µM; actives 0.66% (n = 230,000); AID 651582, 2012;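 active = pattern-corrected inhibition of lipid staining of at least 50% with the nuclear-stain viability signal not falling by more than 50%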;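 also: 0% = DMSO wells and 100% = triacsin C control wells; some results filed as inactive read as strong as hits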
TAG inh DAPI viability = further read-out of TAG inh, marked with its call; DAPI nuclei signal change (viability), lower = more cytotoxic, %;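 whole-well DAPI fluorescence read on a plate reader as a viability signal; minus 50 percent equals half of cells still viable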
The depositor's hits bear a star; & = joins results of further samples. Not all compounds are listed (hit frequency here may not be typical).

SMILES	TAG inh	TAG inh DAPI viability
Cc1[nH]c2ccc(O)cc2c1CCN	-2.6	12.3
C[C@]12CCC(=O)C=C1CCC1C2CC[C@@]2(C)C1CC[C@@H]2O (stereo partly drawn)	2.4	0.8
CCOC(=O)[C@]12Cc3ccccc3[C@H]1N(Cc1ccccc1)C(=O)c1ccccc12	2.1	-0.9
CCCCn1c(=O)c(C(=O)Nc2ccccn2)c(O)c2ccccc21	4.3	2.3
CCC1CN1P(=O)(c1ccccc1)N1CC1CC (stereo not drawn)	-12.9	-3.1
Cc1cc(C=C2C(=O)N(C)C(=S)N(C)C2=O)c(C)n1C1CCCCC1	10.9	1.3
CN1C(=O)C(=Cc2ccc(Sc3ccccc3)o2)C(=O)N(C)C1=O	20.7	-3.0
CCn1c(=O)cc(OCC(=O)N2CCC3(CC2)OCCO3)c2ccccc21	15.3	9.4
CC(Cc1ccccc1)[n+]1cc(/N=C(\[O-])N(C)C)on1 (stereo not drawn)	24.5	-14.7
Clc1ccc2c(N3CCNCC3)ccnc2c1	-4.3	4.6
Cc1cc(Cl)ccc1OC(C)C(=O)O (stereo not drawn)	10.6	-4.8
Cc1ccc(-n2c(O)c(/C=N/c3ncc(Br)cc3Br)c(=O)[nH]c2=O)cc1	9.7	-10.9
Cc1ccc(C2(O)CCN3CCCCC32)cc1 (stereo not drawn)	2.0	-11.3
C[N+]1(C)CCOC(O)(c2ccc(-c3ccc(C4(O)C[N+](C)(C)CCO4)cc3)cc2)C1 (stereo not drawn)	4.4	-4.3
COC(=O)c1cccc(N=Cc2c(O)n(Cc3ccc(F)cc3)c(=O)[nH]c2=O)c1	2.6	1.9
O=C(Nc1nccs1)C(Cl)(Cl)Cl	-9.3	14.1
CC12CCC(=O)C=C1CC(O)C1C2CCC2(C)C1CCC2(C)O (stereo not drawn)	-7.5	5.4
CCC1(CC)C(=O)C=CNC1=O	7.6	6.1
COc1ccccc1N1CCN(CCc2c[nH]c3cc4c(cc23)OCO4)CC1	17.5	7.7
COC(=O)C1=C(c2ccc(C(C)=O)cc2)C[C@@H]2CC[C@H]1N2C(=O)N1CCCC1	-9.9	-1.9
Cn1c(O)c(C(c2ccncc2)c2c(O)n(C)c(=S)n(C)c2=O)c(=O)n(C)c1=S	-17.0	7.0
O=C(c1cc(-c2ccc(Cl)cc2)n(-c2ccc(Cl)cc2Cl)n1)N1CCOCC1	-1.5	0.5
O=C(O)CSC(=S)N1CC2CC(C1)c1cccc(=O)n1C2 (stereo not drawn)	17.7	-8.9
CC1(C)CN(S(=O)(=O)OCC(Cl)(Cl)Cl)C(=O)N1	-15.0	-1.3
CC(CC(C#N)(c1ccccc1)c1ccccc1)N1CCCCC1 (stereo not drawn)	-25.8	10.4
COC1=C[C@@H]2C3=C([C@@H]2C1=O)[C@@H](NC(C)=O)CCc1cc(OC)c(OC)c(OC)c13	0.0	-5.6
Cc1ccc2c(c1)C1CN(C)CCC1N2C(=O)Cn1nnc(-c2ccccc2F)n1 (stereo not drawn)	21.0	6.7
COc1ccc2[nH]c(C)c(CCN3CCC(=O)C(C)C3C)c2c1 (stereo not drawn)	9.5	3.9
CCOP(=O)(Cc1cc(C(C)=O)c(C)o1)OCC	9.5	-5.6
CCOCC1(CCc2ccccc2)C(=O)NC(=S)NC1=O	-17.9	-1.6
CCOP(=O)(Cc1cc(C(=O)CC)c(C)o1)OCC	-2.4	6.5
CCCN(CC#CCO)CCC	-11.8	0.1
CCOC(=O)[C@]12Cc3cc(C)ccc3[C@H]1N(Cc1ccccc1)C(=O)c1ccccc12	-31.9	7.1
C=CCn1c(C)c(C=C2C(=O)NC(=O)NC2=O)c2ccccc21	-14.7	11.4
CC(C(=O)c1c[nH]c2ccccc12)N1CCSCC1 (stereo not drawn)	-8.8	1.4
COc1cccc(CNCCc2c[nH]c3ccccc23)c1OC	8.7	2.8
Cc1c(/C=N/O)c2ccccc2n1C	0.4	0.1
COC(=O)C1=C(c2ccc(OC(F)(F)F)cc2)C[C@@H]2CC[C@H]1N2C(=O)NCCNC(C)=O	-16.1	-7.3
COC(=O)C1=C(c2ccc(OC)c(OC)c2)C[C@@H]2CC[C@H]1N2C(=O)NC1CCCCC1	0.6	-3.6
O=C(NC(c1ccc(Cl)cc1)P(=O)(Oc1ccccc1)Oc1ccccc1)OCc1ccccc1 (stereo not drawn)	12.5	-7.3
Cc1c2ccncc2c(C)c2c1[nH]c1ccccc12	-28.2	-15.9
CC(=O)c1ccc(OC(C)C)c(Cc2c(O)[nH]c(=S)[nH]c2=O)c1	1.6	12.3
Cc1cc(N2C(=O)C3CCCN3C2c2cccc(Cl)c2)no1 (stereo not drawn)	9.0	-10.9
COC(=O)C1=C(c2cccc(OCc3ccccc3)c2)C[C@@H]2CC[C@H]1N2C(=O)NCc1ccc(F)cc1	20.7	-3.3
O=C1NC(=O)N(CCc2ccc(F)cc2)C(=O)/C1=C/C=C/c1ccccc1	21.3	-16.3
Cc1ccsc1C(=O)C1CCCN(Cc2sc(N(C)C)nc2Cl)C1 (stereo not drawn)	-13.2	-3.8
O=C1NC(=O)N(c2ccccc2)C(=O)/C1=C\C=C\c1ccccc1	36.1	-29.4
COC(=O)C1=C(c2ccc(-c3ccccc3)c(F)c2)C[C@@H]2CC[C@H]1N2C(=O)NC(C)C	5.6	12.7
O=C(C[N+]12CCC(CC1)C(CO)C2)c1ccc([N+](=O)[O-])cc1 (stereo not drawn)	0.1	12.0
CS(=O)(=O)NNP(=O)(NNS(C)(=O)=O)NC(=O)c1ccccc1	-6.2	-1.7

25 compounds already listed, ordered by SMILES length, ascending:
SMILES	TAG inh	TAG inh DAPI viability
CCCN(CC#CCO)CCC	-11.8	0.1
CCC1(CC)C(=O)C=CNC1=O	7.6	6.1
Cc1[nH]c2ccc(O)cc2c1CCN	-2.6	12.3
Cc1cc(Cl)ccc1OC(C)C(=O)O (stereo not drawn)	10.6	-4.8
Cc1ccc(C2(O)CCN3CCCCC32)cc1 (stereo not drawn)	2.0	-11.3
CCC1CN1P(=O)(c1ccccc1)N1CC1CC (stereo not drawn)	-12.9	-3.1
Cc1c2ccncc2c(C)c2c1[nH]c1ccccc12	-28.2	-15.9
CC(C(=O)c1c[nH]c2ccccc12)N1CCSCC1 (stereo not drawn)	-8.8	1.4
CCOCC1(CCc2ccccc2)C(=O)NC(=S)NC1=O	-17.9	-1.6
Cc1cc(N2C(=O)C3CCCN3C2c2cccc(Cl)c2)no1 (stereo not drawn)	9.0	-10.9
COc1ccc2[nH]c(C)c(CCN3CCC(=O)C(C)C3C)c2c1 (stereo not drawn)	9.5	3.9
C=CCn1c(C)c(C=C2C(=O)NC(=O)NC2=O)c2ccccc21	-14.7	11.4
CN1C(=O)C(=Cc2ccc(Sc3ccccc3)o2)C(=O)N(C)C1=O	20.7	-3.0
CS(=O)(=O)NNP(=O)(NNS(C)(=O)=O)NC(=O)c1ccccc1	-6.2	-1.7
C[C@]12CCC(=O)C=C1CCC1C2CC[C@@]2(C)C1CC[C@@H]2O (stereo partly drawn)	2.4	0.8
O=C1NC(=O)N(CCc2ccc(F)cc2)C(=O)/C1=C/C=C/c1ccccc1	21.3	-16.3
O=C(c1cc(-c2ccc(Cl)cc2)n(-c2ccc(Cl)cc2Cl)n1)N1CCOCC1	-1.5	0.5
Cc1ccc(-n2c(O)c(/C=N/c3ncc(Br)cc3Br)c(=O)[nH]c2=O)cc1	9.7	-10.9
COC(=O)c1cccc(N=Cc2c(O)n(Cc3ccc(F)cc3)c(=O)[nH]c2=O)c1	2.6	1.9
CCOC(=O)[C@]12Cc3ccccc3[C@H]1N(Cc1ccccc1)C(=O)c1ccccc12	2.1	-0.9
Cn1c(O)c(C(c2ccncc2)c2c(O)n(C)c(=S)n(C)c2=O)c(=O)n(C)c1=S	-17.0	7.0
CCOC(=O)[C@]12Cc3cc(C)ccc3[C@H]1N(Cc1ccccc1)C(=O)c1ccccc12	-31.9	7.1
COC(=O)C1=C(c2ccc(C(C)=O)cc2)C[C@@H]2CC[C@H]1N2C(=O)N1CCCC1	-9.9	-1.9
COC(=O)C1=C(c2ccc(OC(F)(F)F)cc2)C[C@@H]2CC[C@H]1N2C(=O)NCCNC(C)=O	-16.1	-7.3
COC1=C[C@@H]2C3=C([C@@H]2C1=O)[C@@H](NC(C)=O)CCc1cc(OC)c(OC)c(OC)c13	0.0	-5.6

(next part)
SMILES	TAG inh	TAG inh DAPI viability
N#CC1=C(N)Oc2c(c(=O)oc3ccccc23)C1c1ccc(OC(=O)N2CCOCC2)cc1 (stereo not drawn)	16.5	-13.5
CCOC(=O)C1C(=O)N(C)C2(C)CC1c1cc(OC)ccc1O2 (stereo not drawn)	-4.8	-14.8
O=C(CN1CCN(c2ccccc2F)CC1)Nc1cccnc1Cl	13.7	-13.2
CC(=O)OC1CC2(O)C3CCC4CC(O)CCC4(C)C3CCC2(C)C1C1=CC(=O)OC1 (stereo not drawn)	20.7	-3.3
COC(=O)C1=C(c2ccc(OC)c(OC)c2)C[C@@H]2CC[C@H]1N2C(=O)NC1Cc2ccccc2C1	9.0	-2.5
CCNc1cc(N2CCN(C)CC2)ccc1[N+](=O)[O-]	13.5	-9.7
CC(C)CN1CCN(Cc2cccc3c2OCO3)CC1CCO (stereo not drawn)	-6.2	7.3
OCC#CC[N+]1(CC#Cc2ccccc2)CCCC1	-9.1	7.3
CN1CC=C2C(C#N)=C(N)C(C#N)(C#N)C(c3ccncc3)C2C1 (stereo not drawn)	-21.7	10.7
CC/C(=N\Nc1ccccc1)c1c(O)[nH]c(=O)[nH]c1=O	-12.1	4.4
C=CCNC(=S)/N=C/c1c(O)[nH]c(=O)[nH]c1=O	-9.0	2.5
O=C(c1cc(C(=O)NCc2ccccc2)c(=O)n(Cc2ccccc2)c1)c1cc(Cl)ccc1O	10.7	1.2
COc1ccc(-c2cc(=Nc3ccccc3)c3cc(C)ccc3o2)cc1	8.3	59.4
O=C(N/N=C/c1c(O)n(Cc2ccco2)c(=O)[nH]c1=O)c1ccccc1O	-9.6	4.4
N=C1c2ccccc2CN1NC(=O)c1ccccc1	9.7	4.3
Nc1ccc(Cl)c(Cl)c1	-16.2	4.0
CCCCn1c(O)c(C(CC)=NCCN2CCCCC2)c(=O)[nH]c1=O	-4.5	6.6
CC(C)N(CCC(C(N)=O)(c1ccccc1)c1ccccn1)C(C)C (stereo not drawn)	-0.8&-0.7	-4.0&-10.8
CN1C(=O)/C(=C/c2ccc(N3CCCCCC3)o2)C(=O)NC1=S	-8.7	-8.1
COc1ccc(Cc2nccc3cc(OC)c(OC)cc23)cc1OC	-24.9	6.8
COc1ccccc1N1CCNCC1	-0.5	0.7
C[C@@H]1O[C@@H](O[C@@H]2C=C3CC[C@@H]4C(CC[C@]5(C)[C@@H](c6ccc(=O)oc6)CC[C@]45O)[C@@]3(C)CC2)[C@H](O)[C@H](O)[C@H]1O (stereo partly drawn)	7.7	-6.7
COc1ccccc1CN1CCN(C(=O)COc2ccccc2)CC1	0.3	6.3
CC(=O)Nc1ccc(S(=O)(=O)N2Cc3cnnn3-c3ccccc3C2C#N)cc1 (stereo not drawn)	-14.5	6.6
O=C(c1ccc(Cl)cc1)C1CCCN(Cc2ccc3nonc3c2)C1 (stereo not drawn)	-14.8	6.2
O=C1C2CCCN2C(c2ccncc2)N1c1ccc(Cl)c(Cl)c1 (stereo not drawn)	-0.3	5.5
C[C@]12CC[C@H](OC(=O)CCC(=O)O)CC1=CCC1C2CC[C@@]2(C)C1CC[C@@H]2OC(=O)CCC(=O)O (stereo partly drawn)	-4.4	-0.8
CCC(=Nc1ccc2c(c1)CCC2)c1c(O)n(-c2ccc(OC)cc2)c(=O)[nH]c1=O	10.3	-13.5
Cc1cc(/C=C2\C(=O)NC(=O)N(Cc3ccco3)C2=O)c(C)n1-c1ccc(C(=O)O)cc1	5.8	-1.4
CC1OC(OC2C=C3CCC4C(CCC5(C)C(c6ccc(=O)oc6)CCC45O)C3(C)CC2)C(O)C(OC2OC(CO)C(O)C(O)C2O)C1O (stereo not drawn)	-5.4	8.2
CN1CCc2c(C#N)c(Cl)nc(Cl)c2C1	-4.1	14.7
S=C1CN=C(c2ccccc2)c2cc(Cl)ccc2N1	-2.2	-1.5
Cc1cccc(N2C(=O)NC(=O)/C(=C/c3cc4c(cc3[N+](=O)[O-])OCO4)C2=O)c1	4.7	-6.0
O=C(CN1CCCC1=O)Nc1ccccc1	6.6	-12.5
C#C[C@]1(O)CCC2C3C(=O)C=C4C(Cl)=CCC[C@]4(C)C3CC[C@@]21C (stereo partly drawn)	-10.7	7.6
Fc1ccc2c(c1)nnn2C1CCN(Cc2c(Cl)cccc2Cl)CC1	12.7	-8.3
O=C1NC(=S)N(c2ccc(F)cc2)C(=O)/C1=C\c1ccoc1	1.6	-4.2
CC1CCN(C(CC(=O)c2ccccc2)C(=O)c2ccccc2)CC1 (stereo not drawn)	-4.9	8.4
Cn1cc(C(=O)OCC(=O)NC2(C#N)CCCC2)c2ccccc21	0.4	5.2
CC(=O)N1CN2CN(C(C)=O)CC(C(=O)c3ccc(Br)cc3)(C2)C1	-1.5	0.7
NCC(CC(=O)O)c1ccc(Cl)cc1 (stereo not drawn)	-1.1	0.1
C[N+](C)(C)CC#CCOC(=O)Nc1cccc(Cl)c1	3.1	-6.9
CCN(CC)CCCNC(=O)c1c(O)c2ccccc2n(Cc2ccccc2)c1=O	16.6	0.3
